Compound activity from PubChem BioAssay.
MITF primary: human MITF inhibition, primary screen; AlphaScreen MITF homodimerization, bead proximity signal; inhibition, % at 2.6 µM; 650,000 compounds, 0.91% hits; in the data active = inhibition above about 50%;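 note: 0% = vehicle wells with protein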
Target sequence (O75030 whole entry, looked up): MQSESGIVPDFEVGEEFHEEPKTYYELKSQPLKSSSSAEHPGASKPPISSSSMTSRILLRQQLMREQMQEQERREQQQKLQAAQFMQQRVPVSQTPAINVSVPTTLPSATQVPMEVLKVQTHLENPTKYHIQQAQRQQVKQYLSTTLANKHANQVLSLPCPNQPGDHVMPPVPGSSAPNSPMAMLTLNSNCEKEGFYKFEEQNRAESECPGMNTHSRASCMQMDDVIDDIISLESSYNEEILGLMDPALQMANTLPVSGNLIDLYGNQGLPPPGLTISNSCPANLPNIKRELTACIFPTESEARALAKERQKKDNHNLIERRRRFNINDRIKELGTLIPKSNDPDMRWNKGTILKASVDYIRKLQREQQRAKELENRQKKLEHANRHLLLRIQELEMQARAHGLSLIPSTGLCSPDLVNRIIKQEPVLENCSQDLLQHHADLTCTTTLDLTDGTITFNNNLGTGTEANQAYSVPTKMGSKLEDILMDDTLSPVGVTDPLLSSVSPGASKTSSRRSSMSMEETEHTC
TEAD-YAP inh: TEAD-YAP interaction inhibition; HEK-TIYL cells, TEAD-Gal4/YAP UAS-luciferase luminescence; inhibition, % at 9.12 µM; 640,000 compounds, 1.4% hits; in the data active = inhibition above about 32%;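 note: 0% = median of test compound wells and 100% = reference inhibitor wells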
FBW7 act: human FBW7 E3 ligase activation, primary screen; 650,000 compounds, 0.13% hits; Q969H0; AlphaScreen FBW7–phospho-cyclin E peptide binding, activator screen; AID 1259310; normalized activity (activation), % at 26.1 µM; in the data active = normalized activity above about 1.9%;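 note: purified mutant Fbw7 with reduced substrate affinity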
GPR151 activ: activates the human receptor GPR151; PathHunter beta-arrestin GPR151 cells, luminescence; Q8TDV0; 650,000 compounds, 1% hits; activation, % at 11.2 µM; in the data active = activation above about 4.9%;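 note: 0% = median of compound wells and 100% = cells with positive control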
Target sequence (Q8TDV0 whole entry, looked up): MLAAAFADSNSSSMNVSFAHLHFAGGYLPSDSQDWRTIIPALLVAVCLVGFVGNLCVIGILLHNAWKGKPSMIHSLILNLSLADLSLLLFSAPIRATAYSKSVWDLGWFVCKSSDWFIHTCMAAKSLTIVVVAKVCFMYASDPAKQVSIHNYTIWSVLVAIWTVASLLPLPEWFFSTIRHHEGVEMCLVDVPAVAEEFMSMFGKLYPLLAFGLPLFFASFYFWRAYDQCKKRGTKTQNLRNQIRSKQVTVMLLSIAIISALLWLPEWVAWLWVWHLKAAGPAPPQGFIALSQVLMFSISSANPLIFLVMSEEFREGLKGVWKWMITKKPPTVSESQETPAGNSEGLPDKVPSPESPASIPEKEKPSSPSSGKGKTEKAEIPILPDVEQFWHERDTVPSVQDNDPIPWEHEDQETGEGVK
The depositor's hits bear a star.

SMILES,MITF primary,TEAD-YAP inh,FBW7 act,GPR151 activ
COc1cccc(COC(=O)c2n[nH]c3ccccc23)c1,5,-15,-0.1,6.9*
COc1cccc2c(=O)n(CC(=O)NC3CCCCC3)ccc12,-3,-8,0.1,-0.6
CCOC(=O)C1(Cc2cccc(Cl)c2)CCCN(Cc2ncc[nH]2)C1 (stereo not given),7,-3,0.1,0.7
CC1CCCCC1NC(=O)c1ccc(Cn2c(=O)[nH]c3ccsc3c2=O)cc1 (stereo not given),4,11,-0.1,-0.3
Cc1ccc(N2NC(=O)/C(=C/c3ccc4c(c3)n(C)c(=O)n4C)C2=O)cc1C,18,-1,-0.1,0.5
CN(C)c1ccc(/C=N/N=C(N)N)cc1,11,30,-0.5,-1.0
CCOC(=O)n1c(=O)oc2cc([N+](=O)[O-])ccc21,2,-2,0.0,-0.4
Cc1cc(=O)oc2cc(NC(=S)NC(C)c3ccncc3)ccc12 (stereo not given),0,5,-0.2,-0.8
CC1CCC(NC(=O)C2(C)CCC(=O)N2C(C)c2ccccc2)CC1 (stereo not given),-3,-7,0.0,1.3
Cc1cc(S(=O)(=O)NC(C)C)ccc1OCC(=O)Nc1ccc2c(c1)OCCO2,-8,5,0.1,1.0
O=C(COC(=O)c1c[nH]c(=O)[nH]c1=O)NCc1ccccc1,-5,-7,-0.1,-1.5
COc1ccc(C(CC(=O)NCc2ccc3c(c2)OCO3)NS(=O)(=O)c2ccc(C)cc2)cc1 (stereo not given),11,-1,0.2,0.5
Cn1c2ccccc2n2c(=O)c(=O)n(CC(=O)N3CCCc4ccccc43)nc12,-4,4,0.9,1.6
Cc1ccc(C(=O)NCCCOC(C)C)cc1C,10,-24,0.2,1.2
COc1ccc(C(=O)Nc2c3c(nn2-c2cccc(C)c2C)CS(=O)(=O)C3)cc1OC,8,5,0.0,0.5
O=C1SCCC1NS(=O)(=O)c1ccc(F)cc1 (stereo not given),5,1,0.0,-0.5
S=c1nn[nH]n1C1CCCC1,6,3,-0.1,0.1
CCOc1ccc(NC(=O)c2sc3ncnc(N(CC)CC)c3c2C)cc1,27,-8,0.2,0.2
O=C(CS(=O)(=O)CC(=O)c1ccccc1)c1ccccc1,3,5,1.1,-0.5
O=C1CCCN1CCn1cnc2c(NCc3cccc(C(F)(F)F)c3)nc(-c3ccc(N4CCOCC4)nc3)nc21,-9,3,0.1,1.5
CCN(CC)C(=O)C1CCCN(c2cc(C(=O)Nc3cc(OC)c(OC)c(OC)c3)c3ccccc3n2)C1 (stereo not given),7,1,-0.1,0.0
CCOc1cc(C=C2C(=O)NC(=S)NC2=O)ccc1OCc1ccccc1,11,14,0.2,0.6
CCOC(=O)C1=C(C)N=c2s/c(=C\c3ccc(O)c(OC)c3)c(=O)n2C1c1ccccc1OC (stereo not given),11,7,0.1,-1.9
Cc1ccccc1-c1nnc(NC(=O)c2c(F)cccc2Cl)s1,-9,7,-0.1,0.5
COc1cc(NC(=O)Cn2cccc2)cc(OC)c1,2,-7,-0.2,0.0
Nc1nccc(-c2ccc3nc(C4COc5ccc(C(=O)N6CCOCC6)cc5C4)[nH]c3c2)n1 (stereo not given),2,-7,-0.1,0.3
C/C(=C\C(=O)c1cccnc1)Nc1ccc(Br)cc1,13,9,0.2,-1.6
COc1ccccc1Nc1ncnc2ccc(I)cc12,7,7,1.0,0.5
c1cncc(-c2nn3c(Cn4cnc5ccccc54)nnc3s2)c1,10,1,-0.5,-2.2
N#C/C(=C\c1ccc(-c2ccc([N+](=O)[O-])cc2)o1)C(=O)OCCCl,8,5,0.5,0.1
C/C(N)=C(/C#N)C(=O)COC(=O)c1cc([N+](=O)[O-])ccc1N1CCCC1,5,7,-0.2,-0.6
CCN(CC)c1nc(NCCc2ccc(O)cc2)nc(NCc2cccnc2)n1,15,-3,0.1,-1.8
CC(C)(C)NC(=O)C(c1ccccn1)N(C(=O)c1ccc(Cl)nc1)c1ccc(F)cc1 (stereo not given),1,4,0.0,-0.3
COc1ccc(/C=C2/NC(=O)N(Cc3ccccc3F)C2=O)cc1,-7,-7,-0.1,-0.4
COc1ccc(N2CC(O)=C(c3nc4ccccc4[nH]3)C2=N)c(OC)c1,2,-6,-0.4,1.5
CCN(CC)C(=O)C1CCCN(c2ncnc3c2cnn3-c2ccc(Cl)cc2)C1 (stereo not given),8,-1,0.4,0.0
CCC(C)N1C(=O)CCC1CCNCc1ccncc1 (stereo not given),-6,-4,0.1,0.8
CCCn1c(N)c(C(=O)CN2CCOCC2)c(=O)[nH]c1=O,-8,0,0.6,-1.1
COc1ccc(NC(=O)C2CC(=O)N(C)C(=Nc3ccc(Cl)cc3)S2)cc1 (stereo not given),13,4,0.2,-1.3
COc1nc(Nc2ccc(O)cc2)nc(OC(C(F)(F)F)C(F)(F)F)n1,-7,-10,0.2,2.7

Brought forward from above: two compounds; new compounds follow.
SMILES,MITF primary,TEAD-YAP inh,FBW7 act,GPR151 activ
COc1ccc(NC(=O)C2CC(=O)N(C)C(=Nc3ccc(Cl)cc3)S2)cc1 (stereo not given),13,4,0.2,-1.3
COc1nc(Nc2ccc(O)cc2)nc(OC(C(F)(F)F)C(F)(F)F)n1,-7,-10,0.2,2.7
Cc1cccc(OCCCC(=O)NCc2ccco2)c1,13,-4,-0.1,-1.0
CCC1CCCCN1C(=O)CSc1nnc(-c2cccs2)o1 (stereo not given),25,-42,0.5,-0.5
CNC(=O)CN1c2ccccc2C(C)(C)C12C=Cc1cc([N+](=O)[O-])ccc1O2 (stereo not given),12,6,-0.1,1.8
Nc1ccccc1C(=O)N=Nc1c(O)[nH]c2ccc([N+](=O)[O-])cc12,5,-27,-0.1,1.0
COC(=O)C(CCSC)NC(=O)CCc1nnc(CCc2ccccc2)o1 (stereo not given),13,-12,-0.1,-0.7
COc1ccc(S(=O)(=O)Nc2cccc(SC)c2)cc1Br,-18,-4,-0.1,0.7
CCc1nnc(NC(=O)c2cc3c(s2)-c2ccccc2S(=O)(=O)C3)s1,5,-1,-0.2,0.0
Cc1cc(C)nc(SCC(=O)Nc2ccc(N(C)C)cc2)n1,-1,0,-0.2,-0.2
O=C(Nc1ccc(-c2cccc(F)c2)cc1)C1CCCN(Cc2cccnc2)C1 (stereo not given),1,-4,-0.1,-0.6
Cc1cc(N2CCC(N(C)C3CCCC3)CC2)nc2cc(O)ccc12,2,-3,0.3,0.2
Cc1cc(OCC(=O)Nc2ccc(C#N)cc2)ccc1Cl,10,-4,0.0,1.0
Cc1ccc(C2CC(C(F)(F)F)n3ncc(C(=O)Nc4sc5c(c4C(=O)OC(C)C)CCCC5)c3N2)cc1 (stereo not given),10,3,0.0,0.9
COC(c1ccccc1)c1nnc(CCC(=O)NCc2cccc(-n3cccn3)c2)o1 (stereo not given),5,-4,0.1,-0.6
COc1cccc(NC(=O)CSc2nnnn2C2CCCC2)c1,12,2,0.1,0.6
COC(=O)c1ccc2c(c1)C(=O)/C(=C\c1ccc(OC)cc1)O2,11,-1,0.7,-1.5
COC(=O)c1cc(-c2cccc(OC)c2)c2c(=O)n(C)c(=O)n(C)c2n1,-1,-5,0.2,-0.3
O=C(NC(=S)Nc1ncccn1)c1cc2ccccc2oc1=O,2,-8,0.0,-0.7
C/C(Cn1nnc([N+](=O)[O-])n1)=N\NC(=O)c1c(F)cccc1F,-5,-44,-0.1,0.1
Cc1ccc(C(=O)NCCn2cc(SCC(N)=O)c3ccccc32)cc1C,11,8,0.2,-1.8
CCC(Cc1ccccc1)NC(=O)c1nnc(Cc2ccccc2OC)o1 (stereo not given),-3,10,0.1,0.6
COc1cc(N(C)C)c([N+](=O)[O-])cc1C(=O)NCCNC(=O)c1nonc1N,11,4,0.3,1.0
O=C1CC(Cc2ccc(Cl)cc2)C(=O)N1c1ccc(Cl)cn1 (stereo not given),-6,7,-0.2,-0.3
Cc1ccsc1/C=N/N1CCN(Cc2ccccc2)CC1,-6,-11,-0.4,-0.3
COc1ccc(N(CC(=O)Nc2cc(C)cc(C)c2)S(=O)(=O)c2c(C)noc2C)cc1,-2,-11,-0.3,-0.9
COc1cc(C2C(=O)N(C3CCC(C)CC3)CC(=O)N2CCc2ccc(Cl)cc2)ccc1OC(C)C (stereo not given),6,4,0.3,-1.0
O=C(NC1(C(F)(F)F)Oc2ccccc2O1)C(F)(F)F,7,-1,-0.1,6.2*
COc1cc(N2CCOCC2)ccc1Nc1cc(Nc2ccccc2-n2cccn2)c(C(F)(F)F)cn1,57*,-9,0.0,-0.1
CCOC(=O)c1ccc(NCc2ccc(F)cc2)c([N+](=O)[O-])c1,-7,-12,-0.2,0.3
COc1ccccc1C(CCN)c1ccco1 (stereo not given),-2,9,-0.2,0.2
CCC(C)C(NC(=O)c1ccc(OC(=O)c2ccc(C(=O)Oc3ccc(C(=O)NC(C(=O)OC)C(C)CC)cc3)cc2)cc1)C(=O)OC (stereo not given),13,8,0.0,-0.1
Clc1ccc(-c2nnn3c2nc(N2CCOCC2)c2ccccc23)cc1,-1,-11,-0.1,-0.5
Cc1cccc(NC(=S)N(Cc2cccs2)C2CCCC2)c1,-4,5,0.1,0.4
COC(=O)c1c(NC(=O)/C(C#N)=C/c2c[nH]c3ccccc23)sc(C)c1C,9,4,-0.1,-0.6
CC(=O)c1ccc(NC(=O)CSc2nnc(-c3ccc4ccccc4n3)s2)cc1,18,-16,0.0,0.9
COc1ccc(CCN(Cc2cccnc2)C(=S)Nc2ccc(C)c(C)c2)cc1OC,5,4,0.0,0.5
CN(c1ccc(C(=O)NCc2cccnc2)cc1)S(=O)(=O)c1ccc(Cl)cc1,0,9,-0.2,2.7
N=C1C(c2nc3ccccc3[nH]2)=C(O)CN1c1cccc(O)c1,12,-47,-0.2,-0.3
CC(C)(C)Sc1nnc(SC(C)(C)C)c2ccccc12,-8,-6,-0.1,2.0
C=CCn1c(SCCC(=O)O)nnc1-c1cccs1,6,-6,-0.1,0.5
Cc1cccc(NC(=O)Nc2ccc(-c3cn[nH]c3)cc2)c1,14,-31,0.4,1.7
O=C(Nc1ccc(Br)cc1)c1ccc(Nc2nc(-c3ccccc3)c3cc(Cl)ccc3n2)cc1,-13,-3,0.1,1.1
CCN(CC)C(=O)C1CCCN(c2ccc(-n3cc(CC(=O)NCc4cccc(C(F)(F)F)c4)c4ccccc43)nn2)C1 (stereo not given),-7,-2,0.0,1.8
Cc1cc(C(=O)CSc2nnc(N)s2)c(C)n1CCc1ccc(F)cc1,12,-9,-0.2,-0.5
CCOC(=O)N1CCN(C(=O)c2ccc(CS(=O)(=O)c3ccccc3OC)o2)CC1,21,6,0.3,0.3
O=C(COc1ccccc1)Nc1ccc(CN2CCCCC2)cc1,26,3,0.0,4.3
CCOC(=O)c1sc2nc(SCC(=O)c3ccccc3)n(Cc3ccc(F)cc3)c(=O)c2c1C,0,9,0.0,1.0
COc1cccc(CNC(=O)CC(NS(=O)(=O)c2ccc(Br)cc2)c2cccs2)c1 (stereo not given),-4,7,-0.1,0.8
C=CCn1c(-c2ccncc2)nn(CN2CCN(c3ccccn3)CC2)c1=S,8,9,0.0,3.6
Cc1ccc(C)c(S(=O)(=O)N2c3ccccc3CC2C)c1 (stereo not given),-5,2,0.1,-0.4
O=C(Nc1ccc([N+](=O)[O-])cc1)c1cc(I)ccc1Cl,8,8,-0.1,0.6

5 successive records from above, for reference:
SMILES,MITF primary,TEAD-YAP inh,FBW7 act,GPR151 activ
CCOC(=O)c1sc2nc(SCC(=O)c3ccccc3)n(Cc3ccc(F)cc3)c(=O)c2c1C,0,9,0.0,1.0
COc1cccc(CNC(=O)CC(NS(=O)(=O)c2ccc(Br)cc2)c2cccs2)c1 (stereo not given),-4,7,-0.1,0.8
C=CCn1c(-c2ccncc2)nn(CN2CCN(c3ccccn3)CC2)c1=S,8,9,0.0,3.6
Cc1ccc(C)c(S(=O)(=O)N2c3ccccc3CC2C)c1 (stereo not given),-5,2,0.1,-0.4
O=C(Nc1ccc([N+](=O)[O-])cc1)c1cc(I)ccc1Cl,8,8,-0.1,0.6

(further entries)
SMILES,MITF primary,TEAD-YAP inh,FBW7 act,GPR151 activ
COc1ccccc1N(CC(=O)Nc1ccc(F)c(Cl)c1)S(=O)(=O)c1ccccc1,10,11,-0.1,2.5
COP(=O)(OC)c1nc(-c2ccc(Br)cc2)oc1NCc1ccco1,6,-3,-0.1,3.9
Cc1ncc(-c2ccncc2)c(C2CCN(C(=O)c3ccc(CN4CCOCC4)o3)CC2)n1,0,-2,-0.1,1.3
O=C1CCCC2=C1C(c1cccc(Cl)c1Cl)n1nc(-c3ccco3)nc1N2 (stereo not given),10,5,0.2,-0.8
N#Cc1ccc(C(=O)Nc2nc(-c3cccc([N+](=O)[O-])c3)cs2)cc1,13,-28,-0.8,1.9
Cc1cc2c(c(=O)[nH]1)C(=O)O/C2=C\c1ccc(OCc2ccccc2F)cc1,18,10,0.6,-0.2
O=[N+]([O-])c1ccc(C(Nc2nccs2)c2ccc3cccnc3c2O)cc1 (stereo not given),18,27,-1.8,-0.5

Compound profiles, from the list above. Values in the order: MITF primary, TEAD-YAP inh, FBW7 act, GPR151 activ
Entry for COP(=O)(OC)c1nc(-c2ccc(Br)cc2)oc1NCc1ccco1 : 6, -3, -0.1, 3.9
Entry for Cc1cc2c(c(=O)[nH]1)C(=O)O/C2=C\c1ccc(OCc2ccccc2F)cc1 : 18, 10, 0.6, -0.2
